P. falciparum M17LAP – P. falciparum M17LAP inhibitors, primary screen, biochemical, fluorogenic H-Leu-NHMec substrate, 1536-well (AID 1619). recombinant M17LAP, H-Leu-NHMec fluorogenic kinetic assay; higher % means a stronger effect. inhibition, % at 30 µM; hits with a dose series show IC50 in µM. 220,000 compounds, 0.38% hits;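 active means compound inhibiting the enzyme by more than half at any dose during confirmatory dose-response retesting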;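 further: plate controls were full reaction with DMSO carrier for no effect and no enzyme background for full effect; strong numbers were not always called active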
T cell modulator – modulators of CD8 T cell-vesicle binding, primary screen, mouse 2C CD8+ T cells, flow cytometry; 2C CD8+ T cell-vesicle binding; active compounds read low; calls only at 7 µM; 330,000 compounds, 0.068% hits;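 active means response, share of CD8 T cells binding vesicles, and their 90th percentile fluorescence all below set limits, cut at about 80% in these data, passing the limit was not always enough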
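incubation = binding step 1.5 h, 37 °C, antibody labelling 20 min, ice | test system = 2C mouse CD8+ T cells | read-out basis = percent CD8+ FL2 mean versus row control | controls = Peptide-free naked vesicles (low) and QL9 vesicles with 0.7% DMSO vehicle (high) | detection = flow cytometry of vesicle-bound cells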
WT yeast gro inh – growth inhibition of WT strain, primary screen, mitochondrial fusion inhibitor project, WT and mutant strains, chemical genetic; mitochondrial fusion phenotypic screen; inhibition, % at 10 µM; 190,000 compounds, 2.1% hits; AID 1362, 2008; in the data active means inhibition above about 58%; tested in S. cerevisiae
MT stabilize HCS – microtubule stabilizers in HeLa cells, primary screen, imaging, high-content imaging; 200,000 compounds, 0.83% hits; % tubulin-high responders, % at 10 µM; HeLa tubulin immunostaining HCS, 24 h; share of cells brighter than vehicle mean+2SD;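 active means plate Z-score above 3 for both tubulin-high and condensed-nucleus cell shares, with cell loss under 80%, at 10 µM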;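 further: anti alpha tubulin signal scored within the nucleus-defined area of each cell; some results filed as inactive read as strong as hits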
M1AAP inhibition – P. falciparum M1AAP inhibitors, biochemical, fluorogenic H-Leu-NHMec substrate, 1536-well (AID 1445) | Aminopeptidase N (Plasmodium falciparum (isolate 3D7)) | recombinant M1AAP, H-Leu-NHMec fluorogenic kinetic assay; higher % means a stronger effect | one-dose inhibition, % at 30 µM; IC50 in µM for titrated hits | 220,000 compounds, 0.42% hits;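 active means primary inhibition above the hit cutoff, then over 50% inhibition at one or more dose response concentrations, cut at about 23% in these data, passing the limit was not always enough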;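 further: plate controls were DMSO full reaction for no effect and no enzyme background for full effect; strong numbers were not always called active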
Autophagy HCS – autophagy modulators in MEF cells, primary screen, imaging, high-content, MEF GFP-LC3; MEF GFP-LC3 puncta imaging; test concentration mostly 10 µM; calls only at 10 µM (by protocol); 190,000 compounds, 0.98% hits;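 active means percentage of spot-positive cells more than 3 SD above its plate mean, without a fluorescence outlier flag or 80% toxicity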;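 further: spot-positive cell cutoff set from DMSO-treated cells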
bCat nuc transl – modulators of beta-catenin nuclear translocation, primary screen, imaging, HeLa cells, immunofluorescence, high-content | nuclear translocation activity, % at 5 µM | 190,000 compounds, 0.3% hits | AID 1665, 2009;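 active means nuclear translocation activity above 50% at 5 µM, with a well cell count of 50 or more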;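 further: per-cell ratio of nuclear to cytoplasmic median beta-catenin stain intensity; plate controls were DMSO negative control for no effect and GSK-3 inhibitor IX positive control for full effect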
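Test system: human HeLa cells, endogenous beta-catenin. Times: 24 h compound exposure, 37°C. Measured by: beta-catenin immunofluorescence imaging with DAPI.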
Dynein cargo inh – inhibitors of GR-EGFP nuclear translocation, primary screen, dynein cargo transport inhibitor project, imaging, high-content, 3617.4 mouse cells. z-score, hits read low. test concentration mostly 20 µM; stimulated with dexamethasone, 1 µM; active compounds read low. 220,000 compounds, 0.47% hits;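 active means plate z-score of nuclear minus cytoplasmic receptor signal below a set negative limit, without overly bright fluorescence or cell loss, cut at about -3.5 in these data, passing the limit was not always enough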;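 further: z-score of nuclear minus cytoplasmic ring GR-EGFP intensity difference per well; some compounds called inactive have numbers as strong as hits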
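Schedule: 48 h induction, then 1 h compound, then 30 min agonist, 37 °C. Buffer or medium: tetracycline-free induction medium containing charcoal-stripped FBS. Reagent: 1.0 µM final dexamethasone stimulus. Evaluation: nuclear versus cytoplasmic GR-EGFP signal, averaged per well. Signal: high-content fluorescence imaging after fixation.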
Yfh1-depleted yeast – enhancers of respiration in Yfh1-depleted yeast, dose response, Friedreich's ataxia, plus single-dose screen (AID 1465). one-dose fold induction at 50 µM; EC50 in µM for titrated hits. 220,000 compounds, 0.074% hits. S. cerevisiae Yfh1-off respiration, WST-1 reduction, 72 h; higher fold induction means a stronger effect;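 active means fold induction of absorbance versus untreated yeast above a set limit, then at least 30% activation at any dose in follow-up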;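 further: activators that raise dye reduction in frataxin-depleted yeast; strong numbers were not always called active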
WT yeast gro inh mutant strain – second read-out of WT yeast gro inh, no call of its own (marks repeat the call); inhibition, %; mitochondrial fusion phenotypic screen, mutant strain inhibition
Dynein cargo inh cytoplasmic EGFP – further read-out of Dynein cargo inh, marked with its call; z-score; measured here: cytoplasmic GR-EGFP intensity; active compounds read high
Dynein cargo inh nuclear GR-EGFP – also measured in Dynein cargo inh; calls as there; z-score; measured here: nuclear GR-EGFP intensity;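 lower value marks the stronger effect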
Dynein cargo inh cell count – further read-out of Dynein cargo inh, marked with its call; z-score; measured here: cell count per field
bCat nuc transl cell count 5 µM – also measured in bCat nuc transl; calls as there; cell count; measured here: cell count, cytotoxicity flag
T cell modulator vesicle-bound % – second read-out of T cell modulator, no call of its own (marks repeat the call); double positive events, %; measured here: CD8+ vesicle-bound cell fraction;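 binding gate set so that unloaded-vesicle control wells show 10% double positive cells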
MT stabilize HCS Hoechst-high % – further read-out of MT stabilize HCS, marked with its call; % Hoechst-high responders; measured here: nuclear condensation Hoechst responders;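 share of cells brighter than vehicle mean plus two SD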
MT stabilize HCS cytotoxicity % – further read-out of MT stabilize HCS, marked with its call; toxicity, %; measured here: cytotoxicity by cell density;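 0% = mean cell density of plate MIN control wells and 100% = no cells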
Autophagy HCS cell loss 18 h – further read-out of Autophagy HCS, marked with its call; toxicity, %; measured here: cell loss, nuclei count;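 cell loss after 18 h compound exposure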
Numbers without * were called inactive; i = inactive; · = not tested or not shown.

SMILES	P. falciparum M17LAP	T cell modulator	T cell modulator vesicle-bound %	WT yeast gro inh	WT yeast gro inh mutant strain	MT stabilize HCS	MT stabilize HCS Hoechst-high %	MT stabilize HCS cytotoxicity %	M1AAP inhibition	Autophagy HCS	Autophagy HCS cell loss 18 h	bCat nuc transl	bCat nuc transl cell count 5 µM	Dynein cargo inh	Dynein cargo inh cytoplasmic EGFP	Dynein cargo inh nuclear GR-EGFP	Dynein cargo inh cell count	Yfh1-depleted yeast
CCOC(=O)c1cccc(NC(=O)C2CCCN(S(=O)(=O)c3c(C)nn(C)c3C)C2)c1 (stereo unspecified)	5.0%	i	24.3	0.8	-8.5	2.2	4.5	10.8	3.0%	i	4.8	·	·	-0.465	-0.129	-0.051	0.144	i
COc1ccc(N(Cc2cc3ccc(C)cc3[nH]c2=O)C(=O)c2ccco2)cc1	-0.6%	i	1.2	-5.9	1.8	3.5	1.4	11.9	0.5%	i	51.7	·	·	0.36	-0.0865	0.122	-0.338	i
O=C(CN1CCN(Cc2ccc(Cl)cc2)CC1)N/N=C/c1ccccc1F	2.4%	i	37.0	·	·	·	·	·	4.7%	·	·	0.8	1285	-1.43	-0.244	-0.399	0.865	i
Cc1ccc2cc(CN(Cc3ccco3)C(=O)c3ccccc3)c(=O)[nH]c2c1C	-0.8%	i	19.7	5.4	-0.4	2.2	1.8	8.1	9.9%	i	9.9	·	·	0.0556	-0.209	0.195	0.272	i
CCOC(=O)CC(NCc1ccc(OC)c(OCC)c1)c1ccc(C)cc1 (stereo unspecified)	-10.4%	i	20.2	15.1	12.9	4.4	1.7	7.3	-0.2%	i	23.4	-1.1	1094	-0.636	-0.213	-0.169	0.594	i
CN(CCc1ccccn1)C(=O)c1ccc(OC(F)(F)F)cc1	19.0%	i	29.2	4.0	-4.5	2.9	1.7	3.6	0.6%	i	23.6	-0.2	1034	0.23	-0.217	0.173	0.0689	i
O=C(O)CCc1ccc(-c2ccccc2)n1Cc1ccco1	5.1%	i	38.6	-0.4	-5.0	1.9	1.5	4.8	7.0%	i	21.6	·	·	0.0921	-0.192	0.313	-0.375	i
CCCCOc1ccc(CSCCNC(=S)Nc2ccccc2)cc1	-3.2%	i	31.3	52.5	6.5	3.1	1.3	7.6	17.9%	i	15.1	-2.8	1123	-0.748	-0.313	-0.474	0.892	i
Cc1cc(Cl)ccc1OCCCC(=O)NC1CCN(C)CC1	0.9%	i	30.9	-1.1	15.5	2.6	2.6	8.4	0.2%	i	3.0	1.9	799	-0.366	-0.195	0.209	-0.35	i
COCCn1c(=NC(=O)c2sc3ccccc3c2Cl)sc2cc(S(N)(=O)=O)ccc21	1.3%	i	47.7	5.1	-26.3	5.6	2.9	2.5	4.4%	i	-8.2	-0.9	946	-0.295	-0.213	-0.375	0.721	i
COc1ccc(CCNC(=O)C2(C)CCC(=O)N2CCC(C)C)cc1OC (stereo unspecified)	8.8%	i	29.3	6.2	1.1	1.5	2.4	7.7	6.6%	·	·	1.4	1230	1.47	-0.0951	1.26	-0.906	i
COc1ccc(-c2cc(CCCC(=O)N3CCN(c4ccc(OC)cc4)CC3)no2)cc1	4.7%	i	7.1	4.3	-5.7	1.4	4.7	10.2	-1.3%	i	9.4	·	·	-0.721	-0.217	-0.153	0.678	i
CN(CC(=O)Nn1cnnc1)S(=O)(=O)c1ccccc1	-1.6%	·	·	-19.6	-33.6	0.8	1.2	4.0	1.9%	i	-10.6	-9.1	1245	-0.0884	0.0505	0.443	-1.07	i
Cc1cc(C)nc(SCc2ccc([N+](=O)[O-])cc2)n1	1.6%	i	42.5	-15.6	-10.4	2.4	2.2	6.7	4.4%	i	-6.4	0.2	1050	-0.876	-0.222	-0.274	0.842	i
Nc1nc(Sc2ccc([N+](=O)[O-])cc2[N+](=O)[O-])n[nH]1	12.3%	i	56.8	·	·	·	·	·	3.2%	·	·	2.7	1253	1.2	-0.158	0.925	-0.84	i
Cc1onc(NC(=O)c2ccc(Cl)cc2Cl)c1Br	-1.9%	i	22.5	2.0	12.2	8.6	2.2	5.3	-3.9%	i	0.8	-0.2	1107	0.0246	-0.337	0.241	0.0599	i
Cc1ccccc1C1CCCN(Cc2nc(CC3CC3)no2)C1 (stereo unspecified)	3.5%	i	34.5	-0.7	11.7	0.8	1.2	6.7	-2.0%	i	0.3	-0.7	1086	0.0261	-0.233	-0.254	0.893	i
Nc1c(C(=O)Nc2ccccc2)sc2nc3c(c(-c4ccco4)c12)CCCC3	-1.1%	i	14.9	8.9	7.0	i	·	100.0	3.8%	i	0.5	·	·	0.462	-0.202	-0.702	0.639	i
CCCc1nnc2c(N(C)S(=O)(=O)c3ccccc3)nc3ccccc3n12	-4.0%	i	38.9	9.2	-7.2	2.5	2.2	8.1	2.2%	i	-4.8	-0.3	968	-0.00435	-0.255	-0.0245	0.449	i
CCOc1cc(NC(=S)NCC2CCCO2)c(OCC)cc1NC(=O)C1CC1 (stereo unspecified)	20.6%	i	3.0	0.9	-0.3	1.8	1.2	2.9	1.9%	i	-9.2	-1.8	1031	1.19	-0.181	0.839	-0.726	i
O=C(COC(=O)C(O)C(O)C(=O)OCC(=O)c1ccc(C(F)(F)F)cc1)c1ccc(C(F)(F)F)cc1 (stereo unspecified)	-2.4%	i	7.8	·	·	·	·	·	-0.4%	·	·	-0.2	1324	-0.923	-0.2	-0.145	0.0123	i
Cc1c(Br)cc(C(=O)NCc2ccco2)c(C)c1C	-0.6%	i	57.1	-18.6	-15.1	4.4	1.5	6.9	10.6%	i	-8.5	-3.0	1194	-0.207	-0.0677	0.146	-0.164	i
COc1ccccc1NS(=O)(=O)c1ccc(OC)c([N+](=O)[O-])c1	-1.8%	i	27.7	17.7	12.2	5.8	2.3	8.9	1.1%	i	-1.1	-0.5	1517	-0.341	-0.155	0.191	0.624	i
CCCCCOc1ccc(CSC(=N)N)cc1[N+](=O)[O-]	5.7%	i	0.9	77.0*	59.4*	2.3	1.8	0.3	6.1%	i	-23.2	0.7	844	-1.72	4.28	0.712	-0.786	i
Cc1nnc(SCC(=O)NC23CC4CC(CC(C4)C2)C3)s1	3.5%	i	27.4	-25.1	-2.7	3.8	2.1	10.1	4.8%	i	-7.4	0.3	1504	0.163	-0.292	0.384	-0.207	i
CC(=O)Nc1sc(C)c(C)c1CN1CCN(Cc2ccccc2)CC1	2.1%	i	31.4	-1.2	-3.5	2.4	2.1	4.5	-0.6%	i	24.0	-1.5	1083	-0.137	-0.13	0.36	-0.192	i
O=C(CCn1ccnc1)Nc1nc2ccccc2[nH]1	2.0%	i	39.6	-20.8	3.5	5.9	2.7	7.2	3.8%	i	-7.1	-0.8	1144	-0.147	-0.377	0.356	1.02	i
CCOC(=O)c1cc(C#N)c(SC)nc1-c1ccccc1	4.8%	i	25.0	-9.0	8.9	3.1	2.5	3.2	-2.2%	i	5.2	0.7	1349	0.0528	-0.207	0.252	-0.132	i
NC(=O)NNc1ncc(C(F)(F)F)cc1Cl	-8.7%	i	51.9	-1.9	-15.8	2.1	1.8	0.9	0.9%	i	8.0	-2.4	1112	-0.405	-0.219	-0.203	1.07	i
CC(C)NS(=O)(=O)c1ccc(NC(=O)C2CCCCC2)cc1	-8.5%	i	27.4	-7.0	-4.2	1.0	1.5	8.3	1.6%	i	-12.9	·	·	0.25	-0.074	0.546	-0.149	i
COc1ccc(C(C)N2CC34C=CC(O3)C(C(=O)O)C4C2=O)cc1 (stereo unspecified)	-9.4%	i	33.7	-6.0	3.6	2.4	2.9	5.6	5.4%	i	3.0	-1.3	1049	0.466	-0.196	0.104	0.583	·
Cc1cc(-c2ccccc2)nc(N(C)NC(=O)C2CC2)c1S(C)(=O)=O	5.2%	i	47.9	-9.3	14.7	4.4	2.1	7.0	0.6%	i	1.3	-2.0	1114	0.413	-0.346	-0.384	-0.267	i
NS(=O)(=O)c1ccc(NS(=O)(=O)c2ccc(NC(=S)Nc3ccccc3)cc2)cc1	-11.9%	i	26.3	-0.2	4.3	3.7	3.5	7.4	-0.7%	i	-0.5	1.1	1073	-1.47	-0.221	-0.528	1.31	i
O=C(NCCCN1CCOCC1)c1cccnc1	-0.7%	i	42.1	4.4	-3.5	5.9	2.4	8.5	-8.8%	i	-18.3	-0.7	548	1.52	-0.273	0.558	-0.661	i
NC(=O)COC(=O)c1cc(-c2cccs2)nn1-c1ccccc1	15.4%	i	25.0	8.1	-5.1	1.9	2.4	5.6	3.1%	i	-4.5	0.1	1059	0.22	-0.206	0.041	0.139	i
CCOC(=O)N1CCN(c2nc(C)c3c(n2)CCCC3=O)CC1	-4.4%	i	23.9	8.2	5.8	5.4	3.2	8.0	-4.6%	i	0.2	1.6	1001	-0.714	-0.212	-0.213	1.02	i

Screening data: PubChem, several laboratories
